esBAF inh: SWI/SNF esBAF complex inhibition. reporter increase, % at 12.5 µM. AID 602393. mouse ES cells, Bmi1-luciferase knock-in reporter, 24 h; 100% = twice the neutral-well signal. actives 2% (n = 350,000); in the data active means activation above about 40%;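 further: 0% = median of the plate's neutral control wells and 100% = double that signal; a rise in the Bmi1 reporter signal indicates esBAF inhibition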
ERp5 block: blocks human ERp5 reductase activity on insulin. Q15084. ERp5 insulin aggregation, absorbance 650 nm, 90 min. inhibition, % at 9.99 µM. actives 0.05% (n = 350,000). AID 651711;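 active means mean replicate inhibition above about 25%, with every replicate also reaching it, limit read from the data, passing the limit was not always enough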
Xi reactivation: reactivates the inactive X chromosome in mouse fibroblasts; activation, % at 7.58 µM; AID 743238; actives 0.055% (n = 360,000); XiGFP mouse fibroblasts, % GFP-positive cells imaging, 3 d; cells co-treated with 5-aza-dC sensitizer; scaled so ellipticine positive control = 100%;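 active means mean normalized replicate activation at least 10% and every replicate at or above 10%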;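 further: 0% = median of on-plate neutral control wells and 100% = ellipticine 6 µM median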
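System: 68-5-11 XiGFP fibroblast line; Timing: 3 days compound exposure; Compound dosing: one concentration, pinned; Benchmarks: positive control ellipticine, 6 µM final; Buffer or medium: DMEM containing 5-aza-dC.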
S100A4 inh HTS: blocks human S100A4 binding to myosin IIA peptide; P26447; S100A4/TAMRA-MyoIIA peptide fluorescence polarization; inhibition, % at 10.7 µM; actives 0.14% (n = 360,000); AID 652163;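 active means mean inhibition of at least 70% across replicates, with every replicate also reaching that level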
Target sequence (P26447 whole entry, looked up): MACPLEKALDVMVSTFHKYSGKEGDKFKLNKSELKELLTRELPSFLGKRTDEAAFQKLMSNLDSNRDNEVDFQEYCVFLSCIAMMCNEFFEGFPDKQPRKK
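System – human S100A4 monomer protein, biochemical binding assay · Buffer or medium – Calcium-containing HEPES buffer, pH 7.2 · Timing – 5 min between mix addition and reading · Also added – TAMRA-labelled myosin IIA heavy-chain peptide probe, 5 nM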
E-selectin induc: induces E-selectin expression in human endothelial cells. activation, % at 7.58 µM. AID 686992. P16581. actives 0.37% (n = 260,000). HUVEC E-selectin immunofluorescence imaging; normalized: neutral wells 0, TNF-alpha wells 100;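 active means mean E-selectin-positive cell signal at least 10% of the positive control, reached in at least 60% of replicates, without over 20% cell loss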;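 further: in these data hits start at about 27%; measured in HUVEC primary endothelial cells; signal is the percent of cells scored E-selectin positive by PE staining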
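Assay system: HUVEC primary endothelial cells. Input: 3,000 HUVEC seeded per well. Doses: one compound dose added by pin transfer. Read-out basis: % PE-positive cells. Benchmarks: TNF-alpha high, DMSO low. Detection: immunofluorescence imaging. Buffer or medium: EGM-2, gelatin.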
RAD52 inh: RAD52 (human) annealing inhibition; P43351; recombinant RAD52 DNA annealing, FRET fluorescence; inhibition, % at 18.7 µM; actives 0.46% (n = 360,000); AID 651710;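 active means every replicate showing at least 50% inhibition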
ERAP1 inh: ERAP1 (human) enzyme inhibition. AID 652197. recombinant ERAP1, Leu-AMC fluorescence, 60 min. actives 0.15% (n = 340,000). inhibition, % at 10.7 µM;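 active means mean replicate inhibition of at least 30%, or all replicates individually reaching that 30% level; inactive means mean below 30% and not every replicate reaching it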;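 further: 0% = neutral control wells and 100% = L-leucinethiol positive control wells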
Target sequence (Q9NZ08 whole entry, looked up): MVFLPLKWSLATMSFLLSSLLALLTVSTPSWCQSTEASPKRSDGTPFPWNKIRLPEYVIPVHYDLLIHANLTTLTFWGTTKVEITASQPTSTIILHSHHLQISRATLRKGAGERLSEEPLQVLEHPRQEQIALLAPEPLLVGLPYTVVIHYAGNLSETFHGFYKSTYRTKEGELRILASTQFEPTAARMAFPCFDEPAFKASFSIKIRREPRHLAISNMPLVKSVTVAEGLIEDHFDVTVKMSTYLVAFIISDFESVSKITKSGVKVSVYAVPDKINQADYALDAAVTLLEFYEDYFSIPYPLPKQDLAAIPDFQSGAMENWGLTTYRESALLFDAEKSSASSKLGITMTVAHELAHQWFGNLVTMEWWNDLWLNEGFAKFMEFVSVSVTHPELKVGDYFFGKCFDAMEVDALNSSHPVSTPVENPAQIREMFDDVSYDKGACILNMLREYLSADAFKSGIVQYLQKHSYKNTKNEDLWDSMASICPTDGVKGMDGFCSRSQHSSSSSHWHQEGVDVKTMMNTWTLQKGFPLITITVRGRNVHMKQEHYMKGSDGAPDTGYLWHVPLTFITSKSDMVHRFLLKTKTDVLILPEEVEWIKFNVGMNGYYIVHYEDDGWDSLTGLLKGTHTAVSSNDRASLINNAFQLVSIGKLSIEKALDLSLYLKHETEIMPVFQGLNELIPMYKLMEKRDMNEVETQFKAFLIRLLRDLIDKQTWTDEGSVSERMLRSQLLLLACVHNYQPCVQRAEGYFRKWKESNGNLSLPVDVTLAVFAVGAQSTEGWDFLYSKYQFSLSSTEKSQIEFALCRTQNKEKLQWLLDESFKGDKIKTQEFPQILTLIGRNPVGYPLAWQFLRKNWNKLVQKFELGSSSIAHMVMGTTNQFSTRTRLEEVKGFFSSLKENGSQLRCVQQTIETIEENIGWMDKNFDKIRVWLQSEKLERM
RAD54 inh: inhibitors of human RAD54 branch migration | RAD54 Holliday junction branch migration, FAM/BHQ fluorescence | inhibition, % at 10.4 µM | actives 0.14% (n = 360,000);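 active means mean normalized replicate activity at least 40 and at least half of replicates scoring 40 or more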;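 further: 0% = median of neutral control wells and 100% = median of positive control wells; inhibitors cause a drop in the FAM fluorescence signal; in these data hits start at about 50%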
* marks the source's active call; other numbers are inactive results; . = no result given.

SMILES | esBAF inh | ERp5 block | Xi reactivation | S100A4 inh HTS | E-selectin induc | RAD52 inh | ERAP1 inh | RAD54 inh
C[C@@H]1CCCCO[C@H](CN(C)C(=O)C2CCCCC2)[C@@H](C)CN([C@H](C)CO)C(=O)c2cc(NC(=O)Nc3ccc4c(c3)OCO4)ccc2O1 | -1 | -5 | 0.2 | -1 | -0.2 | -13 | -1 | 0
C[C@@H]1CN([C@@H](C)CO)C(=O)c2cc(NC(=O)Cc3cn(C)c4ccccc34)ccc2O[C@H]1CN(C)C(=O)Nc1ccccc1 | 3 | -3 | 0.1 | -14 | 0.0 | -17 | -2 | -7
C[C@H](NC(=O)[C@H]1[C@H](CO)[C@H]2Cn3c(cccc3=O)[C@@H]1N2C(=O)C1CC1)c1ccccc1 | -1 | 0 | 0.0 | 1 | -0.4 | 1 | -2 | 8
CC(C)(O)C#Cc1ccc([C@@H]2[C@H]3CN(S(C)(=O)=O)CCCCN3[C@H]2CO)cc1 | -3 | . | 0.0 | . | 0.1 | . | . | -5
CC(C)Oc1ccc(C(=O)/C=C2/C(=O)Nc3ccccc32)cc1 | . | 4 | 0.2 | -2 | 0.8 | -16 | -2 | .
O=C(c1c(F)cccc1F)N(Cc1ccccn1)C1CCCC1 | -2 | 1 | . | -3 | . | -12 | 0 | -8
C[C@@H]1CN([C@@H](C)CO)C(=O)Cc2cc(NS(=O)(=O)c3ccc(Cl)cc3)ccc2O[C@@H]1CN(C)Cc1ccc(C(=O)Nc2ccccc2N)cc1 | . | 0 | -0.7 | 3 | 1.0 | -11 | 0 | .
CCOc1cc(NC(=S)NCCCN2CCOCC2)c(OCC)cc1NC(=O)c1ccc(OC)cc1 | -2 | 6 | 0.1 | -3 | . | -9 | -3 | -22
CC(C)NC(=O)N(C)C[C@H]1Oc2ccc(NC(=O)Cc3cn(C)c4ccccc34)cc2C(=O)N([C@@H](C)CO)C[C@@H]1C | -2 | 0 | -0.1 | 34 | 2.3 | 10 | 1 | -4
CN(C)S(=O)(=O)c1ccc(NC(=O)COC(=O)Cn2[nH]c(=O)c3ccccc3c2=O)cc1 | -12 | -3 | 0.1 | -6 | 9.2 | -18 | -3 | 1
CCc1nc2c(OCc3ccc(C(F)(F)F)cc3)cccn2c1N(C)C(C)=O | 6 | 5 | 0.2 | 3 | 0.3 | -32 | -3 | -12
O=C(C[C@@H]1CC[C@@H]2[C@H](COC[C@@H](O)CN2Cc2cccc(F)c2)O1)NCCc1ccncc1 | -2 | 1 | 0.0 | 11 | -0.1 | -1 | 2 | 5
COC(=O)c1cc2c(c3c4cc(OC)ccc4n(S(=O)(=O)c4cccc(C)c4)c13)C(=O)N(C)C2 | . | -2 | -0.1 | 3 | -0.2 | -33 | -2 | .
CCCCCC(=O)Nc1ccc(Cl)cn1 | 40 | -7 | . | -2 | . | 9 | 2 | -8
O=C(COc1ccc2c3c(c(=O)oc2c1)CCC3)NCc1cccnc1 | -9 | . | 2.3 | -3 | . | -9 | -1 | 1
CC(=O)N(C)C[C@@H]1Oc2ncc(C3=CCCC3)cc2C(=O)N([C@H](C)CO)C[C@@H]1C | 3 | -9 | -0.2 | -6 | 0.8 | -3 | 2 | 4
O=C(Cc1ccncc1)Nc1ccc2c(c1)[C@@H]1C[C@@H](CC(=O)N3CCCCC3)O[C@H](CO)[C@@H]1O2 | -1 | 0 | -0.1 | 0 | 0.0 | -10 | -1 | 7
CCCNC(=O)N[C@@H]1CC[C@@H](CCn2cc(-c3cccc(F)c3)nn2)O[C@H]1CO | 5 | -4 | -0.1 | 9 | -0.1 | -5 | 8 | -8
CCC1Sc2ccc(S(=O)(=O)CCC(=O)NCc3ccc(C)o3)cc2NC1=O (configuration not stated) | 1 | 0 | 0.2 | -3 | . | -53 | 0 | .
C[C@@H]1CN([C@@H](C)CO)S(=O)(=O)c2ccc(-c3ccc(F)cc3)cc2O[C@H]1CN(C)C(=O)c1ccccc1F | 5 | 4 | 0.2 | 1 | 0.0 | 6 | -2 | -8
Cc1c(NC(=O)c2cc(Br)ccc2Cl)cccc1-n1cnnn1 | -5 | 2 | 0.1 | -8 | . | -11 | -1 | 10
Cc1ccc(NC(=O)Cn2c(=O)oc3ccccc32)cc1Cl | -3 | 3 | 0.0 | -4 | -1.8 | -11 | 2 | 9
Clc1ccc(NCc2cccnc2)c(Cl)c1 | 8 | 1 | 0.0 | 5 | 3.6 | -8 | 2 | 9
CCOCCCn1c(SCC(=O)Nc2ccc(OC)cc2)nc2ccccc2c1=O | 3 | 3 | 0.0 | -6 | . | -4 | -3 | -1
CCN(CC(=O)Nc1ccc(OC)cc1)C(=O)c1cccc(S(=O)(=O)N2CCN(c3ccccc3)CC2)c1 | 8 | 2 | -0.1 | 0 | -0.2 | 6 | -6 | 3
COc1cc(F)cc(-c2ccc3c(c2)c(C#Cc2ccsc2)c(-c2cc(OC)cc(OC)c2)n3C)c1 | -7 | 1 | -0.1 | -5 | 0.9 | -20 | -1 | 9
COC(=O)c1cc2c(c3c4cc(F)ccc4n(S(=O)(=O)c4ccccc4)c13)C(=O)N(C)C2 | . | 4 | 0.3 | -2 | 1.1 | -35 | -3 | .
CCCCn1c(N)c(Sc2ccc([N+](=O)[O-])cc2)c(=O)[nH]c1=O | -5 | -2 | 0.0 | -4 | . | -7 | -1 | 1
Cc1cc(Br)cn2c(Cc3ccsc3)c(-c3cccc(Cl)c3)nc12 | -7 | 2 | -0.1 | 8 | 0.2 | -20 | 7 | 1
CC(=O)N1[C@@H]2c3ccc(C4=CCCC4)c(=O)n3C[C@@H]2[C@@H](CO)[C@@H]1C(=O)N1CCCCC1 | 0 | 0 | 0.5 | 6 | 0.1 | -9 | 1 | 7

4 records drawn at random from those above:
SMILES | esBAF inh | ERp5 block | Xi reactivation | S100A4 inh HTS | E-selectin induc | RAD52 inh | ERAP1 inh | RAD54 inh
CCN(CC(=O)Nc1ccc(OC)cc1)C(=O)c1cccc(S(=O)(=O)N2CCN(c3ccccc3)CC2)c1 | 8 | 2 | -0.1 | 0 | -0.2 | 6 | -6 | 3
C[C@@H]1CN([C@@H](C)CO)S(=O)(=O)c2ccc(-c3ccc(F)cc3)cc2O[C@H]1CN(C)C(=O)c1ccccc1F | 5 | 4 | 0.2 | 1 | 0.0 | 6 | -2 | -8
Cc1c(NC(=O)c2cc(Br)ccc2Cl)cccc1-n1cnnn1 | -5 | 2 | 0.1 | -8 | . | -11 | -1 | 10
CCC1Sc2ccc(S(=O)(=O)CCC(=O)NCc3ccc(C)o3)cc2NC1=O (configuration not stated) | 1 | 0 | 0.2 | -3 | . | -53 | 0 | .

Additional records
SMILES | esBAF inh | ERp5 block | Xi reactivation | S100A4 inh HTS | E-selectin induc | RAD52 inh | ERAP1 inh | RAD54 inh
COc1ccc(CCC(=O)NC2CCCN(Cc3ccc(Cl)cc3)C2)cc1OC (configuration not stated) | -9 | 5 | 0.1 | -6 | . | -16 | -4 | 6
C[C@@H]1CN([C@@H](C)CO)C(=O)Cc2cc(NC(=O)Cc3ccccc3)ccc2O[C@H]1CN(C)S(=O)(=O)c1cn(C)cn1 | 0 | . | 0.1 | . | -3.0 | . | . | -7
Nc1cc(S(=O)(=O)c2ccc(N3CCCCC3)c(N)c2)ccc1N1CCCCC1 | . | 0 | 0.0 | 3 | -1.2 | 19 | -2 | .
C[C@@H]1CN([C@@H](C)CO)C(=O)c2cccc(NC(=O)C3CCOCC3)c2O[C@@H]1CN(C)S(C)(=O)=O | -1 | -1 | -0.1 | 0 | -14 | 3 | -1 | 1
O=C(C[C@H]1C=C[C@@H](NC(=O)Nc2cc(F)ccc2F)[C@@H](CO)O1)NCCCN1CCOCC1 | -1 | -4 | 0.5 | -2 | -0.3 | 1 | 2 | -3
CCN(CC)S(=O)(=O)c1ccc(N2CCOCC2)c(NS(=O)(=O)c2ccc(OC)cc2)c1 | -4 | 1 | 0.0 | -4 | 3.0 | -14 | 3 | 4
CC(C)C(NS(=O)(=O)c1cccc2nsnc12)C(=O)Nc1nc2ccc(Cl)cc2s1 (configuration not stated) | 4 | 0 | 0.3 | 1 | 0.0 | -92 | 0 | 5
CCCNC(=O)N(C)C[C@@H]1Oc2ncc(-c3ccncc3)cc2C(=O)N([C@@H](C)CO)C[C@H]1C | -3 | 0 | -1.1 | 7 | 1.3 | -11 | -3 | -12
CS(=O)(=O)Nc1cccc(NC(=O)C2Cc3c(-c4cccc(C(N)=O)c4)ccnc3O2)c1 (configuration not stated) | -9 | 2 | 0.4 | -1 | 0.5 | -3 | -2 | -7
O=C(c1cccnc1)N1C[C@@H]2[C@H](c3ccccc31)[C@H](CO)N2C(=O)Nc1cccc(F)c1 | -3 | 2 | 0.1 | 12 | -0.4 | -12 | 4 | -13
CCCNS(=O)(=O)c1cc2c3c(c1)CCN3C(=O)CC2 | 0 | 2 | 0.1 | 7 | 9.7 | 4 | -2 | -5
COc1cc(NC2c3ccccc3C(=O)N2c2cc(C)ccn2)cc(OC)c1OC (configuration not stated) | -3 | 0 | -0.3 | -8 | -0.1 | -6 | 2 | 0
CNC[C@H]1Oc2c(NC(=O)Nc3ccc(F)cc3)cccc2C(=O)N([C@H](C)CO)C[C@@H]1C | 0 | -5 | -0.6 | -5 | 11 | -14 | -13 | 1
CCn1c(=O)c(=O)n(CC)c2cc(S(=O)(=O)N3CCc4ccccc43)ccc21 | 12 | 1 | 0.2 | -3 | . | -24 | 0 | -1
COc1cccc(CN2CC(C(=O)NCC3CCOCC3)CCC2=O)c1 (configuration not stated) | 1 | -2 | 0.0 | 21 | . | -12 | -2 | -4
Clc1ccc(C2CC(c3ccco3)n3ncnc3N2)cc1Cl (configuration not stated) | -4 | -6 | . | -5 | . | -11 | 3 | -2
COc1ccc(OC)c(CNS(=O)(=O)c2c(C)nc3scc(C)n3c2=O)c1 | -3 | . | 0.1 | 1 | . | -3 | 2 | 1
CC(C)C[C@H]1C(=O)N2CCC[C@H]2[C@]2(O)O[C@](NC(=O)[C@@H]3C=C4c5cccc6[nH]c(Br)c(c56)CC4N(C)C3)(C(C)C)C(=O)N12 (some centres not stated) | 16 | -2 | 0.0 | 1 | -0.3 | -19 | 0 | -4
O=C(Nc1ccc(C(=O)NCc2ccccc2Cl)cc1)C1=CSCCO1 | 44* | . | 0.0 | 0 | 0.1 | -17 | -1 | -5
Oc1ccc(/C=N/NC(=S)N2CCOCC2)cc1 | . | 9 | 0.3 | 5 | . | -13 | -2 | .
Oc1ccccc1CNCCCN1CCOCC1 | -8 | -3 | -0.1 | -3 | . | -19 | -4 | 1
CCCn1c(N2CCOCC2)nc2c1c(=O)[nH]c(=O)n2C | 0 | -7 | . | -2 | . | -7 | -5 | 6
O=C(NNC(=O)c1ccccc1Cl)c1cccnc1 | -2 | -2 | 0.2 | 1 | . | -14 | 5 | -2
CSCC(=O)Nc1cc(C)on1 | . | 2 | 0.0 | -5 | -0.2 | -10 | -1 | -35
O=C(C[C@H]1CC[C@@H]2[C@H](COC[C@H](O)CN2C(=O)Nc2ccc(Cl)c(Cl)c2)O1)NCc1ccccc1 | -4 | 1 | -0.1 | -1 | 0.4 | 6 | 1 | -3
CCc1c(C)sc(NC(=O)/C=C/C(=O)O)c1C(N)=O | . | 0 | 0.1 | -3 | 0.0 | -40 | -1 | .

Some entries already given, reduced to RAD52 inh:
SMILES,RAD52 inh
CCCNC(=O)N(C)C[C@@H]1Oc2ncc(-c3ccncc3)cc2C(=O)N([C@@H](C)CO)C[C@H]1C,-11
CC(=O)N1[C@@H]2c3ccc(C4=CCCC4)c(=O)n3C[C@@H]2[C@@H](CO)[C@@H]1C(=O)N1CCCCC1,-9

Bioassay records as filed in PubChem.

This is a random part of the collection; overall some 2.5% were active at least once.
